APEX1 inh – APE1 (human) endonuclease inhibition | P27695 | recombinant APE1, TAMRA/BHQ-2 abasic DNA cleavage fluorescence | Potency, µM (titrated, usually from 65.8 µM), for the others: at the highest dose activity change, negative = inhibition, most hits filed as inhibitors | 350,000 compounds, 0.35% hits | AID 2517;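 further: potency means the concentration at half of the fitted maximal effect; plate controls were vehicle for no effect and reference inhibitor for full effect; nearly all actives have a fitted effect of over 55% in size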
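Quantitative HTS: incision of a TAMRA/BHQ-2 double-stranded substrate bearing a tetrahydrofuran abasic site by 0.75 nM APE1 raises fluorescence. Substrate 50 nM final, added after 15 min compound preincubation at room temperature; progress as third-minus-first kinetic read difference.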
GRP78 ERSR act – ER stress response induction in glioma. AID 602332. Potency, µM, without a hit: at the highest dose activation, usual class: activators. U87-MG GRP78 promoter luciferase reporter, 16 h. 420,000 compounds, 0.02% hits; further: potency means the concentration at half of the fitted maximal effect; series mostly up to about 76 µM; % of control where 0% means no effect; nearly all actives have a fitted effect of over 35% in size
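Stably transfected U87-MG glioma cells carrying a GRP78-based luciferase sensor; 16 h compound incubation. Luminescence end-point read 10 min after Bright-Glo addition at room temperature.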
POLB inh – blocks human DNA polymerase beta activity; P06746; Pol beta primer extension/strand displacement, fluorescence kinetic; Potency, µM (highest dose often 114 µM), for the others: at the top dose activity change, negative = inhibition, most hits filed as inhibitors; 340,000 compounds, 1.3% hits; further: potency means the concentration at half of the fitted maximal effect; on the % scale 0 is the no-effect control and ±100 the full control effect
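Preincubation: enzyme (10 nM) with compound, 15 min, RT. Reaction: substrate added to 50 nM final. Reads: 0 and 10 min. Analysis: normalized, Hill fit.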
Pol kappa inh – DNA polymerase kappa (human) inhibition; 400,000 compounds, 0.53% hits; purified Pol kappa, fluorescent DNA synthesis assay, 10 min; Q9UBT6; Potency, µM (highest dose often 107 µM), without a hit: at the highest dose activity, negative = inhibition, actives largely listed as inhibitors; AID 588579; further: potency means the concentration at half of the fitted maximal effect; on the % scale 0 is the no-effect control and ±100 the full control effect
Target sequence (Q9UBT6 whole entry, looked up): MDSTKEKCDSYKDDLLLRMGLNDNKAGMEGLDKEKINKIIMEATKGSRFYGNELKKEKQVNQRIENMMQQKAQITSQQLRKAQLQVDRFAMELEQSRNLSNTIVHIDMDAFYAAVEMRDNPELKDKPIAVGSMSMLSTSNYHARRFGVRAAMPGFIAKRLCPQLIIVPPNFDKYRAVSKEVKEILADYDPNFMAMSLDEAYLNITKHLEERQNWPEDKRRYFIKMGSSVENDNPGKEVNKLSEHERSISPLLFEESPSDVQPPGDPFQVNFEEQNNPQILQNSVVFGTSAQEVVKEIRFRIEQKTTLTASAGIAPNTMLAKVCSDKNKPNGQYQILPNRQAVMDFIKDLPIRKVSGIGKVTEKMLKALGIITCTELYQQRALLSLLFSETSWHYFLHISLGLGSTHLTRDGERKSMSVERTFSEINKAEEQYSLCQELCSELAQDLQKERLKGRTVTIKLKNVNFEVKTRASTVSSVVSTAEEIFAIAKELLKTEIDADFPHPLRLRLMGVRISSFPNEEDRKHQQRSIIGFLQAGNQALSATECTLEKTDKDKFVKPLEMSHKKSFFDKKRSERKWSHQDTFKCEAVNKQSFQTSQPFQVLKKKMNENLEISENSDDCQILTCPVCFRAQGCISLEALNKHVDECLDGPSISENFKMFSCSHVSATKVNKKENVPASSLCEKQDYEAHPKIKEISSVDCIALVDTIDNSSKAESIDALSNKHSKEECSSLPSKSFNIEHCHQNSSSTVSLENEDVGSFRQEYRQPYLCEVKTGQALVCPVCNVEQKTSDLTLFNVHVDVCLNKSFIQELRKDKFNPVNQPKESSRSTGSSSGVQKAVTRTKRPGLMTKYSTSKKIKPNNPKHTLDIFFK
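Inhibition of 10 nM Pol kappa is measured by a fluorescent read-out at 0 and 10 min following addition of 50 nM substrate (final), with a 15-min room-temperature compound preincubation.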
Pol iota inh – blocks human DNA polymerase iota activity; Q9UNA4; Pol iota fluorescent replication assay, 10 min; Potency, µM (top dose mostly 115 µM), inactives show at the highest dose activity, negative = inhibition, hits mostly inhibitors; 390,000 compounds, 1% hits; AID 588590; further: potency means the concentration at half of the fitted maximal effect
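Fluorescent replication assay read twice, at 0 min and 10 min after adding 50 nM (final) substrate. Enzyme (10 nM) and compounds were first incubated 15 min at room temperature; enzyme-free buffer wells were negative controls.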
LDHA block – blocks human lactate dehydrogenase A; AID 1347041; purified LDHA, NADH/diaphorase-resazurin fluorescence; stronger effect = lower value; 480,000 compounds, 0.15% hits; activity change, % (values are at about 110 or 230 µM); in the data active means activity change below about -30%; inconclusive means mostly about -25% to -30%;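 further: plate controls were DMSO wells for no effect and wells without enzyme for full effect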
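Resorufin fluorescence (ex540/em590), read at 0 and 20 min after diaphorase/resazurin addition, reports the NADH left after a 5 min room-temperature reaction of 2 nM human LDH5 with 0.06 mM NADH and 0.2 mM pyruvate.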
BLM inh – Bloom syndrome helicase (human) inhibition | recombinant BLM DNA unwinding, fluorescence dequenching | Potency, µM (series often up to 56.1 µM), without a hit: at the highest dose activity change, negative = inhibition, actives largely listed as inhibitors | 350,000 compounds, 0.2% hits | AID 2528;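 further: potency means the concentration at half of the fitted maximal effect; plate controls were vehicle for no effect and no enzyme for full effect; nearly all actives have a fitted effect of over 35% in size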
Anesthetic bind – candidate novel general anesthetic via apoferritin binding | Potency, µM (doses to about 77.5 µM), without a hit: at the top dose activity change, negative = displacement, most hits filed as inhibitors | AID 485281 | apoferritin/1-aminoanthracene competitive binding, fluorescence | 350,000 compounds, 0.074% hits; further: potency means the concentration at half of the fitted maximal effect; on the % scale 0 is the no-effect control and ±100 the full control effect; nearly all actives have a fitted effect of over 20% in size
Target sequence (P02791 2-175 limits assumed): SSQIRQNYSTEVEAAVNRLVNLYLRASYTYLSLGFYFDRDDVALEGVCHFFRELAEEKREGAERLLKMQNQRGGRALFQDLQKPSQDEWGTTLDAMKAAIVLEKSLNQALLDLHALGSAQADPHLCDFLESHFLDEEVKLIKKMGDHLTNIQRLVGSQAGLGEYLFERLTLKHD
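Horse-spleen apoferritin (10 uM) in 50% saturated 1-aminoanthracene in PBS was incubated 10 min at room temperature with compound. Fluorescence (ex 380, em 535 nm) was normalized to free and bound 1-AMA, with concentration-response fitted by a four-parameter Hill equation.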
Pol eta inh – blocks human DNA polymerase eta activity; recombinant Pol eta, fluorescent DNA replication assay; Potency, µM (top dose mostly 114 µM), for inactives: top-dose activity change, negative = inhibition, hits mostly inhibitors; 390,000 compounds, 1.2% hits; AID 588591; further: potency means the concentration at half of the fitted maximal effect; on the % scale 0 is the no-effect control and ±100 the full control effect
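Pol eta at 10 nM preincubated with compounds 15 min at room temperature; reaction started with fluorescent substrate (50 nM final) and read kinetically at 0 and 10 min.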
* = called active by the depositor; ? = inconclusive; . = no result given; & = joins results of further samples; [ ] = dose if it differs, or a comment. Unless noted, the call rests on the fitted dose curve; in most records, active means well fitted curve in the direction sought with a large enough effect; inconclusive means small, poorly fitted or top-dose-only effect, or another doubt; inactive means no such curve, though single readings can be large; an effect the other way counts as inactive or inconclusive. An excerpt (hit frequency here may not be typical).

SMILES	APEX1 inh	GRP78 ERSR act	POLB inh	Pol kappa inh	Pol iota inh	LDHA block	BLM inh	Anesthetic bind	Pol eta inh
O=C(CSc1nc2ccccc2c(=O)n1-c1ccc(F)cc1)Nc1ccc2c(c1)CCC2	-7%	-4%	23%	-5%	118%[activator]	-1	-3%	8%	-23%
Cc1cc(N)c2ccccc2n1	24%	-3%	14%	-6%	44%[activator]	-4	-8%	-4%	-10%
O=C(Nc1cccc(Cl)c1)C1C2C=CC3(O2)C1C(=O)N(CCN1CCCCC1)C3C(=O)NC1CCCCC1 (stereo unspecified)	32%	-2%	3%	-7%	18%	-4	1%	-12%	-19%
COCCN1C(=O)N(c2cccc(OC)c2)C(=O)C1CC(=O)Nc1cccc(F)c1 (stereo unspecified)	5%	-1%	3%	3%	16%	1	1%	-7%	-13%
CCc1nn(CC(=O)NCCN(CC(C)C)CC(C)C)c(=O)c2cc3sc(C)cc3n12	.	-1%	-2%	-4%	28%	0	-2%	-6%	-12%
Cc1ccc(C(=O)N/N=C2\CC3CC=CC23)c(C)c1 (stereo unspecified)	12%	2%	?	-15%	17%	-5	4%	-4%	-5%
CCS(=O)(=O)N1CCN=C1SC(C)c1ccccc1 (stereo unspecified)	18%	-2%	20%	3%	23%	1	-1%	-11%	1%
CC[C@H](C)[C@H](NC(=O)[C@H](CO)NC(=O)[C@H](CC(C)C)NC(=O)[C@H](CO)NC(=O)[C@@H]1CCCN1C(=O)[C@H](CC(N)=O)NC(=O)[C@@H](N)CC(=O)O)C(=O)N[C@@H](CC(=O)O)C(=O)N[C@@H](CC(C)C)C(=O)N[C@H](C(=O)N[C@@H](Cc1ccccc1)C(=O)N[C@@H](Cc1cnc[nH]1)C(=O)N[C@@H](CC(C)C)C(=O)N[C@@H](CC(C)C)C(=O)N[C@@H](CCCNC(=N)N)C(=O)N[C@H](C(=O)N[C@@H](CC(C)C)C(=O)N[C@@H](CC(C)C)C(=O)N[C@@H](CCC(=O)O)C(=O)N[C@@H](CC(C)C)C(=O)N[C@@H](C)C(=O)N[C@@H](CCCNC(=N)N)C(=O)N[C@H](C(=O)N[C@@H](CCC(N)=O)C(=O)N[C@@H](CO)C(=O)N[C@@H](CCC(N)=O)C(=O)N[C@@H](CCCNC(=N)N)C(=O)N[C@@H](CCC(=O)O)C(=O)N[C@@H](CCCNC(=N)N)C(=O)N[C@@H](C)C(=O)N[C@@H](CCC(=O)O)C(=O)N[C@@H](CCC(N)=O)C(=O)N[C@@H](CC(N)=O)C(=O)N[C@@H](CCCNC(=N)N)C(=O)N[C@H](C(=O)N[C@H](C(=O)N[C@@H](Cc1ccccc1)C(=O)N[C@@H](CC(=O)O)C(=O)N[C@@H](CO)C(=O)N[C@H](C(N)=O)C(C)C)[C@@H](C)CC)[C@@H](C)CC)[C@@H](C)O)[C@@H](C)O)[C@@H](C)O	-1%	0%	.	10%[60.1 µM]	.	.	2%	-19%	.
Cc1ccc2nc(C3CCN(C(=O)c4ccco4)CC3)[nH]c2c1	-1%	-4%	7%	7%	?	5	1%	-5%	-9%
CCN(CC)C(=O)c1sc2c(c1C)c(=O)n(-c1ccc(OC)cc1OC)c(=O)n2CC(=O)c1ccc(Cl)cc1	.	0%	2%	-2%[60.1 µM]	10%	1	-4%	?	-16%
CCCOC(=O)c1cccc(NC(=O)COc2ccc([N+](=O)[O-])cc2)c1	-11%	-6%	4%	-12%	27%	-2	-4%	-17%	-18%
CC(C)(C)NC(=O)c1cccc(NC(=O)Cc2ccc(Br)cc2)c1	-2%	-2%	1%	-2%	26%	3	-2%	-2%	-19%
COc1ccc(OCc2nnc(SCC(=O)c3ccccc3)o2)cc1	3%	-5%	2%	2%	10%	-4	-8%	?	?
O=C(COC(=O)c1ccc(O)cc1)NCCc1c[nH]c2ccccc12	14%	-5%	.	-4%	13%	-5	.	.	-4%
Clc1ccccc1-c1nnc2sc(-c3ccccn3)nn12	-2%	-2%	-13%	-6%	14%	-7	-12%	72%[activator]	12%
COc1cc2c(cc1OC)-c1cc(OCc3ccccc3Cl)nc(=O)n1CC2	21%	-2%	0%	-10%	11%[58.9 µM]	-10	-8%	-15%	-10%
C=CCn1c(COc2ccccc2)nc2ccccc21	7%	4%	6%	4%	32%[activator]	-1	0%	71µM*	-3%
O=C1CCCc2c1nc(-c1ccc([N+](=O)[O-])cc1)n2O	-1%	-1%	3%	4%	71%[activator]	2	-6%	-8%	-12%
CSC(=Nc1ccccc1)C1=C(O)COC1=O	8%	-2%	-7%	-13%	2%	6	3%	-3%	-10%
COC(=O)c1ccccc1NC(=O)C1CCN(c2ncnc3c2nc2n3CCCCC2)CC1	64%	0%	-20%	7%	20%	3	-5%	7%	-13%
COC(=O)c1ccc(C(=O)OC)c(NC(=O)N2CC3CCCN3c3ccccc32)c1 (stereo unspecified)	.	-3%	19%	-10%	11%	12	-6%	69%[activator]	-9%
Cc1nn(C)c(C)c1/C=C(\C#N)C(N)=O	4%	-6%	44%	-10%	-3%	-11	5%	1%	0%
N=c1c2cn[nH]c2nc(SCC(=O)c2ccc(Br)cc2)n1-c1ccc(Br)cc1	1%	5%	6%	0%	81%[activator]	-17	2%	-4%	6%
COc1ccc(C(=O)N2c3ccc(C)cc3C(C)(c3ccccc3)CC2(C)C)cc1 (stereo unspecified)	.	-3%	-15%	-25%	22%	-8	-7%	1%	-22%
COc1ccc(NC(=O)c2ccc3ccccc3n2)cc1S(=O)(=O)N1CCCCC1	-5%	2%	6%	-15%	337%[activator]	0	-5%	-9%	-15%

Three successive records already listed:
SMILES	APEX1 inh	GRP78 ERSR act	POLB inh	Pol kappa inh	Pol iota inh	LDHA block	BLM inh	Anesthetic bind	Pol eta inh
N=c1c2cn[nH]c2nc(SCC(=O)c2ccc(Br)cc2)n1-c1ccc(Br)cc1	1%	5%	6%	0%	81%[activator]	-17	2%	-4%	6%
COc1ccc(C(=O)N2c3ccc(C)cc3C(C)(c3ccccc3)CC2(C)C)cc1 (stereo unspecified)	.	-3%	-15%	-25%	22%	-8	-7%	1%	-22%
COc1ccc(NC(=O)c2ccc3ccccc3n2)cc1S(=O)(=O)N1CCCCC1	-5%	2%	6%	-15%	337%[activator]	0	-5%	-9%	-15%

New compounds follow
SMILES	APEX1 inh	GRP78 ERSR act	POLB inh	Pol kappa inh	Pol iota inh	LDHA block	BLM inh	Anesthetic bind	Pol eta inh
COc1ccc2[nH]c(=O)c(CN(C(=O)NC3CCCCC3)C3CCCC3)cc2c1	2%	-3%	8%	8%	5%	2	3%	-15%	-11%
COCCCn1c(=N)c(C(=O)NCC2CCCO2)cc2c(=O)n3cc(C)ccc3nc21 (stereo unspecified)	.	-2%	6%	1%	31%[activator]	-1	32%[activator]	486%[activator]	-23%
COc1ccc([N+](=O)[O-])cc1NC(=S)NC(NC(C)=O)C(Cl)(Cl)Cl (stereo unspecified)	-2%	1%	28%	-2%	-13%	-8	-3%	3%	1%
CCCNC(=O)C1CN(C(=O)c2nn(Cc3ccccc3)c(=O)c3ccccc23)c2ccccc2O1 (stereo unspecified)	-6%	-4%	.	-7%	7%	-10&-4	.	.	-16%
Cc1cccc(C)c1NC(=O)C(NC=O)c1ccccc1 (stereo unspecified)	-3%	-1%	25%	4%	0%	1	-2%	-9%	-8%
CC(C)(ONC(=O)Nc1ccccc1Cl)C(=O)O	1%	-1%	21%	-4%	49%[activator]	-7	-5%	5%	-6%
COC(=O)NC(c1ccccc1)C(C#N)C(=O)OC (stereo unspecified)	30%[12.4 µM]	-6%	.	.	.	.	7%[12.4 µM]	-5%[15.3 µM]	.
O=C(NC1CCCC1)c1n[nH]c2ccccc12	9%	-4%	32%	14%	-4%	-5	-1%	-3%	8%
O=S(=O)(CCN1CCSCC1)c1ccc(Cl)cc1	-1%	-1%	1%	-12%	47%[activator]	-1	0%	-5%	-25%
O=C(O)c1cc2c(cc1Cl)N1CCCCCC1=NS2(=O)=O	-2%	-2%	-19%	1%	35%	0	1%	-4%	-20%
O=C1CC(N2CCCCC2)C(=O)N1c1ccccc1 (stereo unspecified)	5%	-7%	19%	3%	27%	-3	5%	-10%	-2%
COc1cccc2c1cc1c(=O)n(CC(=O)N3CCC(C)CC3)nc(C)n12	12%	-4%&-3%	-7%&8%	15%&7%	29%&1%	-2&-15	0%&-1%	-11%&-6%	-3%&4%
Cc1ccc2[nH]c(O)c(N=NC(N)=S)c2c1	-6%	1%	-24%	1%	24%	1	1%	-13%	2%
Cc1ccc(/C=[N+](\[O-])c2ccc(N(C)C)cc2)c2nsnc12	-4%	-11%	?	-16%	50µM*	40	-9%	-17%	-1%
O=C(CNC(=O)c1cc(=O)[nH]c2ccccc12)Nc1ccc(F)c(F)c1	1%	-2%	-2%	-7%	6%	-9	-10%	-1%	-6%
N#CC1(Cc2ccccc2)c2ccccc2C=CN1C(=O)c1ccccc1 (stereo unspecified)	-9%	-1%	0%	-6%	?	-4	-9%	-6%	0%
CCOCC(=O)Nc1nc2ccc(OCC)cc2s1	7%	-7%	-1%	-20%	14%	4	-2%	-5%	0%
Cc1cc(=O)oc2cc(OCC(=O)N3CCOCC3)ccc12	3%	-5%	?	-17%	?	-2&0	-15%	2%	?
CSc1ccccc1NC(=O)Nc1cccc(Cl)c1Cl	-5%	11%	0%	-8%	24%	-8	0%	1%	-15%
Cc1cc(Cl)ccc1NS(=O)(=O)c1ccc2c(c1)CCN2S(C)(=O)=O	.	-3%	0%	-6%[60.1 µM]	9%	-3	-2%	-16%	0%
CCOC(=O)N1CCN(c2cc(=O)n(Cc3ccc(F)cc3)c(=O)[nH]2)CC1	-1%	-3%	19%	-10%	3%	2	3%	-3%	-2%
Cn1c(NC(=O)C(C)(C)Oc2ccc(Cl)cc2)cc(=O)n(C)c1=O	-3%	-5%	-22%	-23%	-16%	-3	-1%	73%[activator]	-6%
O=C(NCCOc1ccc(F)cc1)C1CCC(=O)N(CCN2CCOCC2)C1 (stereo unspecified)	14%	-6%	-3%	-13%	22%	-2	-1%	-3%	-14%
COc1cccc(NC(=S)N2CCN(C(c3ccccc3)c3ccccc3)CC2)c1	-2%	1%	-28%	-14%	3%	1	-9%	24%	-11%
